eLon inh: E. coli protease La inhibition; purified E. coli Lon protease, fluorescence polarization; inhibition, % at 7.94 µM; 360,000 compounds, 0.42% hits; AID 602123; in the data active means inhibition above about 13%, passing the limit was not always enough;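 further: 0% = enzyme with probe and DMSO and 100% = no enzyme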
TbMetRS inhib: blocks T. brucei methionyl-tRNA synthetase activity; purified T. brucei MetRS, ATP depletion, Kinase-Glo luminescence; inhibition, % at 11.9 µM; 360,000 compounds, 0.4% hits;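 active means inhibition above a per-plate cutoff of the control wells' mean inhibition plus 3 SD, cut at about 5.5% in these data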;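 further: 0% = DMSO wells median and 100% = median of wells with control inhibitor compound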
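Material: parasite MetRS enzyme / Replication: singlicate, one well per compound / Signal: luminescence of leftover ATP / Schedule: 2 h aminoacylation at 25 °C after 15 min preincubation / Medium: HEPES-MgCl2-KCl buffer plus DTT, spermine, BSA, pyrophosphatase / Doses: 11.9 µM single point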
bovine MsrA act: activators of bovine methionine sulfoxide reductase A; 360,000 compounds, 0.3% hits; activation, % at 10.6 µM; purified bovine MsrA, absorbance read-out; in the data active means activation above about 7.5%;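 further: 0% = vehicle and 100% = reference activator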
SKN-1 block: inhibitors of C. elegans SKN-1; inhibition, % at 21.8 µM; C. elegans VP596 Pgst-4::GFP/RFP ratio, acrylamide-induced, 24 h; 360,000 compounds, 0.49% hits;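 active means interference check ratio from 0.5 to 1.5 plus GFP to RFP signal ratio inhibition reaching or exceeding a fixed threshold, cut at about 30% in these data, passing the limit was not always enough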; further: some compounds called inactive have numbers as strong as hits
MLLE-PAM2 inh: inhibitors of microRNA-mediated deadenylation, human PABP1 MLLE binding. GST-MLLE / FITC-PAM2 fluorescence polarization. inhibition, % at 20 µM. AID 588489. P11940. 360,000 compounds, 0.36% hits; in the data active means inhibition above about 35%, passing the limit was not always enough;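 further: plate controls were DMSO wells with GST-MLLE for no effect and wells lacking GST-MLLE protein for full effect; some results filed as inactive read as strong as hits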
MT1-MMP act inh: blocks activation of human MT1-MMP. GFP/RFP ratio change, % at 20 µM. 360,000 compounds, 0.061% hits. P50281. HT1080 RFP-PRO-GFP cells, GFP/RFP ratio fluorescence, overnight; percent of plate control window, DMSO zero;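 active means GFP/RFP ratio change of at least 30% with cell ATP level not reduced by more than half and red fluorescence within 50% of control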; further: strong numbers were not always called active
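Assay system – RFP-PRO-GFP reporter HT1080 cells · Compound dosing – single dose of 20 µM compound, 1% DMSO final · Incubation – overnight compound exposure at 37 °C · Measure – GFP/RFP fluorescence ratio · Benchmarks – DMSO wells and RFP-L50D-GFP cells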
CendR NRP1 mod: NRP-1/CendR interaction modulation; 360,000 compounds, 0.85% hits; inhibition, % at 25 µM; FAM-RPARPAR peptide binding to NRP-1, fluorescence polarization; O14786;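 active means inhibition or corrected inhibition above about 18%, plus a signal ratio from 0.5 to 1.5, limit read from the data, passing the limit was not always enough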; further: strong numbers were not always called active
Target sequence (O14786 whole entry, looked up): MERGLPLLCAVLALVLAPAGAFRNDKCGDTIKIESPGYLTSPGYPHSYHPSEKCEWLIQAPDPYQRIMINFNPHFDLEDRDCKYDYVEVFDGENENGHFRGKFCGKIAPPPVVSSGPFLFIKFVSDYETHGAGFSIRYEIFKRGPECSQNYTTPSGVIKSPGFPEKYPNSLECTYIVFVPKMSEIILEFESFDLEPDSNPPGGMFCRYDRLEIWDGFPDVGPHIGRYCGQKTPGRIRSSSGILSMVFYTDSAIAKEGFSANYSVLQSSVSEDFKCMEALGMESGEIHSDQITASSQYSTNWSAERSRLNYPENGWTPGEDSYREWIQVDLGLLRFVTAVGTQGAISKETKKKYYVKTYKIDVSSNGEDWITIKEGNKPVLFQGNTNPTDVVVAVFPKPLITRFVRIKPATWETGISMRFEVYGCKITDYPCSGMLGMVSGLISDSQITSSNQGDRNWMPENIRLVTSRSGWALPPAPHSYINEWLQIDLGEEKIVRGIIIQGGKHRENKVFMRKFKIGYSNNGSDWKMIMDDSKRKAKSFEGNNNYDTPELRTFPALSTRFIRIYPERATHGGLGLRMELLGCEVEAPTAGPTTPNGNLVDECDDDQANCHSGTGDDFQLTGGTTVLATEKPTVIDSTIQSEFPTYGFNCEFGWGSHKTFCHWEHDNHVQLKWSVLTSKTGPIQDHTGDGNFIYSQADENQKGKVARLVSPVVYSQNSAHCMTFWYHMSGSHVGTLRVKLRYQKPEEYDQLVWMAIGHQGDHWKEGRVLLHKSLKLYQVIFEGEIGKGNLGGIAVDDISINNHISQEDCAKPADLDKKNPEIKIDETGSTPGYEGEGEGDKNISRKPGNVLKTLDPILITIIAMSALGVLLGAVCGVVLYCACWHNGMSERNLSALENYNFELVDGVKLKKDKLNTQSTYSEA
MsrA inh: bovine MsrA inhibition | purified bovine MsrA, absorbance read-out | inhibition, % at 15.5 µM | 360,000 compounds, 0.75% hits; in the data active means inhibition above about 4.5%;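 further: 0% = vehicle wells with enzyme and 100% = reference inhibitor wells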
FAS TE block: FAS thioesterase (human) inhibition; AID 602261; 360,000 compounds, 0.67% hits; recombinant FAS-TE, OMFH fluorogenic substrate, fluorescence endpoint; inhibition, % at 15 µM;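 active means compounds whose normalised, plate-corrected inhibition of enzyme fluorescence in the single-dose primary screen is 50% or more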;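 further: 0% = DMSO with enzyme and 100% = substrate without enzyme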
An asterisk follows results filed as active; . = no result given.

SMILES	eLon inh	TbMetRS inhib	bovine MsrA act	SKN-1 block	MLLE-PAM2 inh	MT1-MMP act inh	CendR NRP1 mod	MsrA inh	FAS TE block
CC(=O)Nc1ccc(NCc2ccc(-c3ccccc3)cc2)cc1	5	-0.2	-2	-12	5	10	5	0.2	3
Cc1cc(NC(=O)CSc2nc(N)c(NC(=O)c3ccccc3)c(=O)[nH]2)no1	-5	-0.6	-5	7	16	5	-4	0.1	-5
CC(=O)Nc1ccc(-c2ccnc3c2CC(C(=O)Nc2cccc(C(F)(F)F)c2)O3)cc1 (stereo not given)	3	-0.2	-1	14	6	-8	-7	1.4	13
O=C(Nc1cccnc1)c1sc(Nc2ccccc2)nc1-c1ccccc1	3	0.2	1	9	-23	-5	-5	1.2	6
COc1c(Br)cc(Br)cc1/C=N/n1c(C)nnc1C	-3	-0.6	5	-6	2	0	-12	0.9	-6
CC1CCC(NC(=O)CN(C)CC(=O)Nc2ccc(F)cc2)CC1 (stereo not given)	-5	0.2	0	-10	-1	0	-8	-1.2	-3
CCN(CC)CC(=O)Nc1sc2c(c1C(=O)c1ccccc1OC)CCC2	6	-0.2	-3	-4	7	-7	-17	0.9	23
O=C(Nn1cnnc1)c1cc2c(s1)CCCCC2	1	-0.7	-6	3	-15	1	3	-0.7	-5
O=P(O)(c1ccccc1)c1ccccc1O	-1	-0.7	-1	4	7	1	13	-0.7	-4
Cc1ccc(-c2c(C)sc3nc[nH]c(=O)c23)cc1C	-1	-1.0	-4	4	-10	6	4	0.5	-2
CSc1nncc(/C(C)=N\Nc2ccccc2)n1	1	-0.7	1	-19	33	-1	-18	1.7	0
COc1ccc(C(=O)N(C)C(C)c2ccon2)cc1OC1CCN(C(C)C)CC1 (stereo not given)	-1	-0.6	-2	3	5	-1	-1	1.2	-6
O=C(O)c1ccc2oc(=O)c(S(=O)(=O)c3ccc(F)cc3)cc2c1	1	-0.1	-3	-1	-38	1	-10	1.1	-6
COc1ccccc1CN=c1c([N+](=O)[O-])nn(-c2ccc3c(c2)OCCO3)n1O	-1	-0.6	-7	1	9	2	0	1.8	7
CCN(CC)C(=O)[C@H]1CC(CC(=O)NCCCn2ccnc2)C(=O)N2CCc3c([nH]c4ccccc34)[C@]12C (stereo not given in full)	-3	-0.6	-3	1	0	1	1	1.1	-7
CC(=O)c1cccc(S(=O)(=O)N2CCn3cccc3C2C)c1 (stereo not given)	-4	-0.2	1	-13	14	-12	-16	0.5	-4
COc1ccc(NCc2cc3ccccc3[nH]c2=O)cc1	4	-0.6	-12	10	13	-1	-4	1.1	-9
NC(=O)c1cc([N+](=O)[O-])ccc1NCc1cnccn1	8	-0.3	-8	7	3	1	7	1.4	-3
CC(C)CNC(=O)C1CCN(S(=O)(=O)c2ccc(-n3cnnn3)cc2)CC1	-5	-0.1	-3	4	0	1	6	0.5	1
COc1ccccc1CNC(=O)C1CCCN1S(=O)(=O)c1cccc2cccnc12 (stereo not given)	-2	-0.2	-6	-4	-13	1	-11	-0.8	-2
Cc1cc(C)c(S(=O)(=O)N2CCN(C(=O)CN3C(=O)NC4(CCCC4)C3=O)CC2)c(C)c1	5	-0.3	-8	-19	-6	1	-14	0.7	-5
O=C(NCCCNC(=O)c1cc(Cl)ccc1Cl)c1ccccn1	0	-0.2	-8	-13	-13	2	-1	0.1	-5
CCOc1cc(C(=O)Nc2cc(C)on2)cc(OCC)c1OCC	-3	-1.3	-10	12	-6	-2	-1	0.9	-7
Cc1ccc2[nH]c(C(=O)N3CCC(C(N)=O)CC3)cc2c1	-8	0.1	-4	-5	1	-2	11	-1.2	-5
COc1ccc(-c2nc(-c3cccnc3)no2)cc1OC	6	0.2	-3	-23	6	-1	18	-1.5	-7
COc1ccc(N2CCN(Cc3cc(=O)oc4ccc(Cl)cc34)CC2)cc1	-9	0.6	-1	-19	0	2	0	-0.3	-2
CCn1c(SCC(=O)NNC(=O)Cc2ccccc2)nnc1-c1ccccc1	-1	-0.5	-1	-3	3	9	0	-0.7	-7
Cc1cc(NC(=S)N(CCCN2CCN(C)CC2)Cc2ccco2)ccc1Cl	8	-0.1	-1	13	-66	0	-3	-1.9	7
Cc1cccc(OCC(=O)NCC(c2cccs2)N2CCOCC2)c1 (stereo not given)	0	-0.3	-2	13	-10	-1	-2	-1.1	-8
COc1ccc(N2CCN(S(=O)(=O)Cc3ccccc3)CC2)cc1	-9	0.9	-1	9	-4	10	-6	0.1	-3
O=c1[nH]c(/C=C\c2cccc(F)c2)nc(O)c1[N+](=O)[O-]	5	0.1	-5	9	11	4	-35	2.6	-4
COC(=O)c1c(C)[nH]c(C(=O)COC(=O)c2c(C)noc2C)c1C	9	-0.3	-3	1	3	2	13	0.2	-1
COc1ccccc1NC(=O)C(=O)NCC1CCCN1S(=O)(=O)c1cccs1 (stereo not given)	-17	-0.1	0	2	-12	-2	-4	0.9	6
Cc1cc(=O)n(Cc2ccc(OC(C)C)cc2)c(=S)[nH]1	6	-0.7	-9	-12	-102	-3	1	0.6	-4
Cc1cccc2cc(COC(=O)C3CCCCC3)c(=O)[nH]c12	-1	-0.6	0	9	4	0	14	-0.5	0
Cc1cccc(CSc2nnc(N)n2-c2ccccc2)c1	-7	-0.4	-5	-20	-17	-1	-3	-0.9	-6
C/C(=N\Nc1ccccn1)c1ccc2c(c1)OCO2	-8	-0.1	-5	4	6	1	7	2.6	-2
O=[N+]([O-])c1cc(S(=O)(=O)Nc2ccccc2)ccc1-n1nnc2ccccc21	0	-0.5	-3	5	-8	3	-15	0.5	4
CCOC(=O)c1nn(-c2ccccc2C)c2nc(Nc3ccccc3)cc(=O)n12	-1	-1.3	-7	-12	-12	-2	-66	-0.6	-5
CC1CCCCN1C(=O)CSc1nc2cc3c(cc2c(=O)n1Cc1ccc2c(c1)OCO2)OCO3 (stereo not given)	-1	-0.4	-3	5	8	-4	-15	0.7	27
O=C(Nc1cc(S(=O)(=O)N2CCOCC2)ccc1Cl)c1ccc(=O)[nH]c1	-5	-0.5	-2	28	-9	0	-11	0.0	-7
CN(CC(=O)Nc1ccccc1Cl)C(=O)COC(=O)c1ccc(Cl)nc1	-3	-0.3	-2	-3	-6	4	14	2.2	-5
O=C(Nc1c(C(=O)N2CCC(N3CCCCC3)CC2)oc2ccccc12)c1ccc(F)cc1	-6	-0.5	-4	15	-14	5	16	-0.3	0
O=C(O)c1ccccc1C(=O)Nc1nccs1	-6	-0.1	-1	2	-4	2	7	1.1	-5
Cn1cnnc1SCC(=O)Nc1ccccc1Oc1ccccc1	-7	0.4	-4	8	-9	2	7	1.1	-2
Cc1ccc(-n2c(N)c(C(=O)N3CCN(C)CC3)sc2=S)cc1	-2	0.2	-2	0	11	1	-4	2.7	-6
O=C(O)C1CCC(CNCc2ccccc2Cl)CC1 (stereo not given)	-3	-1.0	-1	4	14	7	-6	-1.0	-7
O=C(C1=C[C@H](c2csc3ccccc23)C[C@H](OCc2ccc(CO)cc2)O1)N1CCN(Cc2ccccc2)CC1	1	-0.3	-3	7	-4	-1	0	0.7	17
O=C(Cc1ccccc1)Nc1c[nH]c(=O)[nH]c1=O	-164	-0.2	-2	-3	-8	-5	-4	-0.6	-9
C=CCN(CC=C)CCOc1ccc2ccccc2c1	8	-0.9	-11	21	5	4	-10	-1.2	5
(next part)
SMILES	eLon inh	TbMetRS inhib	bovine MsrA act	SKN-1 block	MLLE-PAM2 inh	MT1-MMP act inh	CendR NRP1 mod	MsrA inh	FAS TE block
O=C(NCCN1C(=O)S/C(=C\c2cccnc2)C1=O)c1cc(S(=O)(=O)N2CCOCC2)ccc1F	-4	-0.1	-11	-3	15	-6	-12	2.0	-4
Cn1cccc1C(=O)NC1CCCCC1	-6	-0.1	-4	5	7	4	-4	-1.0	-8
CSc1cccc(NC(=O)/C=C/c2cccc(Cl)c2)c1	4	-0.2	-4	14	-5	2	6	0.5	30
COCCNC(=O)C1(C)CCCN(Cc2cc(-c3ccccc3)on2)C1 (stereo not given)	5	-0.3	-2	-7	-1	-2	-3	-0.1	-10
O=C(C[n+]1ccncc1)c1ccccc1	-12	-0.6	0	8	-1	-8	-3	0.1	-6
Cc1cccc(-n2ncc3c(NCCN4CCOCC4)ncnc32)c1	-1	-0.9	-7	7	10	-2	10	0.6	-6
CCc1c(C)nc(N2CCN(Cc3ccccc3)CC2)[nH]c1=O	-3	-1.3	-5	2	-4	-3	-6	1.0	-3
Cc1cc(NNC(=O)c2cccc(C(F)(F)F)c2)nc2c1c(C)nn2C	-3	0.5	-3	5	-15	6	-2	0.7	0
CCc1ccc2c(CN3CCN(S(=O)(=O)c4ccccc4F)CC3)cc(=O)oc2c1	-12	0.3	-1	-10	9	17	3	-0.4	40
COC(=O)[C@]1(C)N[C@H](CN(C)S(=O)(=O)c2ccc(-c3ccccc3)cc2)[C@@H]2C(=O)N(Cc3ccccc3)C(=O)[C@@H]21	3	0.2	-2	-2	0	-4	-7	-0.7	30
CC(C)NC(=S)NNC(=O)C12CC3CC(CC(C3)C1)C2	-9	-0.5	-3	14	5	7	14	2.0	-9
COc1cc(-c2noc(C)n2)cc(OC)c1OC	11	-0.5	-4	1	-16	3	0	2.6	-5
COCc1cc(C)nc(SCC(=O)Nc2ccc3c(c2)OCO3)c1C#N	-1	-1.0	-8	25	-7	3	-1	0.2	17
OCC1OC(n2cnc3c(/C=C(\O)c4ccccc4)ncnc32)C(O)C1O (stereo not given)	-1	0.0	-4	-15	14	-5	22*	0.4	-1
CCOc1ccc(OCC(=O)Nc2cc(Cl)ccc2-n2cncn2)cc1	-4	-0.2	-2	5	-9	3	-16	1.2	10
CCc1ccc(C(=O)Nc2nc(C)cs2)s1	-6	-0.2	-3	10	-3	-4	2	4.1	-4
CCOC(=O)c1sc(NC(=O)/C=C/c2c(F)cccc2Cl)nc1C	-2	0.3	-2	-5	-32	-1	2	-0.6	-8
COC(=O)C1=C(C)NC(=S)NC1c1ccc(OCC(=O)N2CCCCC2)c(OC)c1 (stereo not given)	-3	-0.4	-2	-4	-146	-2	-5	0.8	-1
c1ccc(-c2cncnc2)nc1	-6	-0.1	-3	10	2	3	3	0.1	-12
CN1C(=O)C(C)(C)c2cc(S(=O)(=O)N3CCN(c4ccccc4F)CC3)ccc21	-10	-1.5	-6	-14	-2	0	-4	0.4	4
COc1ccc([C@H]2CC(=O)C[C@@H](CCn3cc(Cc4ccccc4)nn3)O2)cc1	1	0.3	-3	0	.	0	-4	-0.3	-4
CCCCC(CC)COC(=O)CCCCC(=O)OCC(CC)CCCC (stereo not given)	0	-0.2	-5	2	8	1	-3	0.8	9

5 of the compounds above, comma-delimited:
Structure,eLon inh,TbMetRS inhib,bovine MsrA act,SKN-1 block,MLLE-PAM2 inh,MT1-MMP act inh,CendR NRP1 mod,MsrA inh,FAS TE block
COc1cc(-c2noc(C)n2)cc(OC)c1OC,11,-0.5,-4,1,-16,3,0,2.6,-5
COCc1cc(C)nc(SCC(=O)Nc2ccc3c(c2)OCO3)c1C#N,-1,-1.0,-8,25,-7,3,-1,0.2,17
OCC1OC(n2cnc3c(/C=C(\O)c4ccccc4)ncnc32)C(O)C1O (stereo not given),-1,0.0,-4,-15,14,-5,22*,0.4,-1
CCOc1ccc(OCC(=O)Nc2cc(Cl)ccc2-n2cncn2)cc1,-4,-0.2,-2,5,-9,3,-16,1.2,10
CCc1ccc(C(=O)Nc2nc(C)cs2)s1,-6,-0.2,-3,10,-3,-4,2,4.1,-4

Source: PubChem (several laboratories)
